Compound activity: PubChem, National Center for Advancing Translational Sciences (NCATS)
TbPYK inhibitor – T. brucei pyruvate kinase inhibition; AID 624173; Potency, µM (series often up to 76.8 µM), without a hit: top-dose activity, negative = inhibition, actives largely listed as inhibitors; 0.12% of 410,000 active; TbPYK enzyme, Kinase-Glo Plus ATP luminescence, 45 min; Q57TT1; active means well fitted inhibition curve with a large enough effect; further: nearly all actives have a fitted effect of over 50% in size
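Enzyme and substrate buffer are dispensed first and compound is pin-transferred. ADP at 130 uM final then starts the reaction, which runs 45 min at room temperature. Detection reagent is added for 10 min before luminescence is imaged.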
An asterisk follows results filed as active; [ ] = remark or other dose. On the % scale 0 is the no-effect control and ±100 the full control effect; potency means the concentration at half of the fitted maximal effect. Some of the compounds tested (hit frequency here may not be typical).

SMILES	TbPYK inhibitor
Cc1cc(C)cc(N2C(=O)CSC23C(=O)N(CC(=O)NCCc2ccccc2)c2ccccc23)c1 (stereo not given)	1%
Cc1ccc(C)c(NC(=O)CSc2nnc(NC(=O)Nc3ccccc3)s2)c1	-9%
c1ccc(N2CCCC3(CCNCC3)C2)cc1	0%
Cc1ccc(CSCC(=O)N2CCN(c3ccccc3F)CC2)cc1	6%
CN(C)c1ccc(NC(=O)C2(c3cccs3)CCOCC2)cc1	-11%
O=C(O)c1c(CNCc2cccc(F)c2)c2ccccc2n1Cc1ccccc1	0%
CCn1c(CN2CCN(c3cccc(Cl)c3)CC2)nc2c1c(=O)[nH]c(=O)n2C	3%
CCOC(=O)CNC(=O)N1CCN(c2nnc(C)c3c(C)n(-c4ccc(Cl)cc4)nc23)CC1	0%
CS(=O)(=O)CC[C@@H](C(=O)NCCc1ccccc1)N1Cc2ccccc2C1=O	-13%
CSc1cccc(NC(=O)Cn2nc(C)c3sc4ccccc4c3c2=O)c1	-3%
CCOCCCNC(=O)N1CCN(S(=O)(=O)c2ccc3c(ccn3C)c2)CC1	-6%
Cc1cc(C)c(NC(=O)CSc2nncn3c2cc2oc(C)cc23)c(C)c1	-2%

The list goes on; the last 2 above are carried over.
SMILES	TbPYK inhibitor
CCOCCCNC(=O)N1CCN(S(=O)(=O)c2ccc3c(ccn3C)c2)CC1	-6%
Cc1cc(C)c(NC(=O)CSc2nncn3c2cc2oc(C)cc23)c(C)c1	-2%
Cc1ccc2nc(-c3ccc(Cl)c(NC(=O)c4cccc([N+](=O)[O-])c4C)c3)oc2c1	-11%
CSc1ncc(Cl)c(C(=O)N(Cc2ccc(C(C)C)cc2)C2CCS(=O)(=O)C2)n1 (stereo not given)	-7%
COc1ccc(NCc2cc3cc4c(cc3n(CC(=O)Nc3ccc(F)cc3)c2=O)OCCO4)cc1	3%
CCc1cccc(C)c1NC(=O)CCCN1C(=O)C(c2ccccc2)Oc2cccnc21 (stereo not given)	2%
CC(=O)N1CCc2cc(CNC(=O)c3ccccc3Br)ccc21	4%
CC(C)c1cnc2c(c1SCC(=O)Nc1cccc(F)c1)c(=O)n(C)c(=O)n2C	3%
CCOc1ccc(-c2cc(C(=O)NCCc3ccc(OC)c(OC)c3)[nH]n2)cc1	6%
COc1ccc(CNC(=O)c2cnc3sc4cc(OC)ccc4n3c2=O)cc1	-2%
Cc1ccc(-n2c(=O)c3oc4ccccc4c3n(Cc3ccccc3)c2=O)cc1C	0%
Cc1cccc(Nc2nc3c(S(=O)(=O)c4ccc(Br)cc4)nnn3c3ccsc23)c1C	1%
COc1ccc(CNC(=O)c2cc(Nc3ccc(C)cc3C)nc3ccccc23)cc1	1%
COC(=O)c1ccccc1NC(=O)CN1C(=O)COc2ccc(Cl)cc21	2%
CCc1ccc(NC(=O)c2ccc(F)c(S(=O)(=O)N3CCN(c4cc(C)ccc4C)CC3)c2)cc1	-6%
CCS(=O)(=O)N1CCCc2cc(C(=O)Nc3cccc(C(C)=O)c3)ccc21	-4%
Cc1nc(SCC(=O)Nc2ccc(Cl)cc2C(F)(F)F)[nH]c(=O)c1Cc1ccccc1	7%
Cc1ncc(CO)c2c1Oc1nc(-c3ccc(F)cc3)nc(SCc3ccc(F)cc3Cl)c1C2	1%
COc1ccc(-c2nc(SCC(=O)Nc3ccc4c(c3)OCO4)c(-c3ccc(OC)cc3)[nH]2)cc1	-3%
O=C(CN1C(=O)C2(SCC(=O)N2c2ccc(F)c(F)c2)c2ccccc21)Nc1cccc(Cl)c1 (stereo not given)	1%
Cc1ccccc1CN1c2ccccc2-c2nc(SCC(N)=O)ncc2S1(=O)=O	-1%
COc1cc(C(=O)Nc2ccccc2-c2nc(-c3ccc(C)cc3)no2)cc(OC)c1OC	-2%
O=C(Nc1cccc(Cl)c1)c1ccc2nc(Cc3ccccc3)oc2c1	3%
CCc1nn2c(=O)c(S(=O)(=O)Nc3ccc(OC)c(Cl)c3)c(C)nc2s1	-20%
CCOc1ccc(S(=O)(=O)Nc2ccc3c(c2)c(C(C)=O)c(C)n3S(=O)(=O)c2ccc(OCC)cc2)cc1	1%
CCOc1ccc(CNC(=O)CSc2nnc(C)c3c(C)n(-c4ccc(Cl)cc4)nc23)cc1	4%
Cc1cccc(NC(=O)CSc2nc(-c3cccs3)cc(C(F)(F)F)c2C#N)c1	0%
COc1ccc(C)cc1NC(=O)C(=O)NCCc1csc(-c2ccc(C)cc2)n1	-1%
Nc1c(C(=O)Nc2ccc(Cl)cc2)sc2nc3c(cc12)N1CCC3CC1	-2%
CCOC(=O)c1cccc(NC(=O)NCc2ccc3c(c2)CCN3C(=O)CC)c1	-3%
COc1ccc(CNC(=O)CCCc2cn(C)c3ccccc23)c(OC)c1	6%
Cc1cccc(OCCn2c(SCC(N)=O)nc3ccccc32)c1	-15%
COc1ccc(CNC(=O)CCC2N=C3c4ccccc4N=C(SCc4ccc(F)cc4)N3C2=O)cc1 (stereo not given)	-9%
c1ccc2c(-c3cnn4cc(-c5ccc(N6CCNCC6)cc5)cnc34)ccnc2c1	0%
CCOc1ccc(OCC)c(Nc2ccc3cc(S(=O)(=O)N4CCCC4)ccc3n2)c1	-4%
CCCCOc1ccc(Cn2c(=O)sc3ccccc32)cc1	2%
CCSc1ncc(Cl)c(C(=O)Nc2ccc(S(=O)(=O)N3CCC(C)CC3)cc2)n1	-1%
Cc1ccc(C)c(NC(=O)CSc2nc3nccnc3c(=O)n2CCc2c[nH]c3ccccc23)c1	-2%
CCOc1ccccc1NC(=O)c1sc(-n2nc(C)c(CCC(C)C)c2C)nc1C	-5%
Cc1nn(C(C)C(=O)N2CCN(c3ccc(Cl)cc3)CC2)c(=O)c2cc3occc3n12 (stereo not given)	6%
Cc1cccc(OCCSc2nc(-c3cccs3)nc3cc(=O)[nH]n23)c1	9%
O=C(Nc1ccc2nn(-c3ccc(F)cc3)nc2c1)c1cccc2c(Cl)cccc12	-2%
CCC(=O)N1CCc2cc(S(=O)(=O)NC(C(=O)Nc3cc(OC)cc(OC)c3)C(C)C)ccc21 (stereo not given)	1%
CCOC(=O)c1c(C)c(-c2ccccc2)n(CC(=O)Nc2cc(C)ccc2OC)c1C	1%
CC(C)CN1CCCC2(CCN(C(=O)c3csnn3)CC2)C1	4%
COc1ccc(CNC(=O)C2CCCN(C(=O)N3CCOc4ccccc43)C2)cc1 (stereo not given)	0%
Cc1cccc(-c2noc(-c3cc(C(C)C)[nH]n3)n2)c1	5%
CC(C)c1ccc(NC(=O)Cn2nnc(C(=O)NCCc3ccccc3)c2N)cc1	7%
CCOc1ccccc1C(=O)NC1(C(F)(F)F)C(=O)Nc2c1c(=O)[nH]c(=O)n2-c1ccc(F)cc1 (stereo not given)	-12%
Cc1ccc2c(c1)cc1c(=O)n(Cc3ccccc3Cl)nc(C)n12	-5%
Cc1cc(C)cc(-n2c(C)cc(C(=O)C(=O)Nc3ccccc3F)c2C)c1	2%
Cn1c(=NC(=O)c2ccc(F)cc2)sc2cc(Br)ccc21	-2%[15.4 µM]
CCCCOc1ccc(CNC(=O)c2cnc3sc(N4CCOCC4)nn3c2=O)cc1	1%
Cc1nn2c(=O)cc(COC(=O)c3ccccc3NC(=O)c3ccccc3C)nc2s1	2%
COc1ccc(C(=O)N2CCC3(CCCN(C(=O)Nc4cccc(F)c4)C3)CC2)cc1	-2%
COc1ccc(C(CC(=O)Nc2cccc(C)c2C)N2Cc3ccccc3C2=O)cc1 (stereo not given)	-3%
CCCCNC(=O)c1nn(-c2ccc(C)cc2)c(=O)c2c1c1ccccc1n2C	-3%
Cc1cc2nnc(SCC(=O)Nc3ccc(F)c(Cl)c3)n2c2ccccc12	1%
COc1cccc(CNC(=O)C2CCN(Cc3cc4ccccc4n3Cc3ccccc3)CC2)c1OC	3%
CC(CNC(=O)c1nnc(Cc2ccc(F)cc2)o1)c1ccccc1 (stereo not given)	-1%
Cc1ccc(CNC(=O)c2cn(C)c3ccc(S(=O)(=O)N4CCC(C)CC4)cc3c2=O)cc1	-3%
CC(C)c1ccc(C2CC(=O)Nc3cc4c(cc32)OCCO4)cc1 (stereo not given)	-4%

Remaining list, next part.
SMILES	TbPYK inhibitor
O=C(Nc1ccc2oc(-c3cc(Br)ccc3Cl)nc2c1)c1cc2ccccc2o1	-6%
COc1cccc(-c2nnc(-c3ccccc3NC(=O)c3ccc(F)cc3F)o2)c1	4%
CC(C)Cc1nn2c(=O)cc(COC(=O)c3cccc(NC(=O)CCc4ccccc4)c3)nc2s1	1%
c1csc(CN2CCCC3(CCNCC3)C2)n1	-4%
COc1ccc(CCNC(=O)CCCCn2c(=O)c3ccccc3n(Cc3ccc(Cl)cc3)c2=O)cc1OC	-1%
Cc1oc(-c2cccc(Cl)c2)nc1CN1CCCC(C(=O)NCCc2ccc(Cl)cc2)C1 (stereo not given)	1%
COc1ccc(S(=O)(=O)NCc2cccn2Cc2cc(C)ccc2C)cc1OC	-4%
CCCNC(=O)c1c(NC(=O)c2ccccc2F)sc2c1CCCCC2	2%
Cc1ccc(-c2nnc(Nc3ccc(O)cc3)c3ccccc23)cc1S(=O)(=O)N1CCN(C)CC1	-5%
CNS(=O)(=O)c1cn(CC(=O)N2CCN(c3ccccc3F)CC2)cc1S(=O)(=O)NC	1%[15.4 µM]
COc1ccc(Cl)cc1NC(=O)C1CCN(c2nnc(C)c3c(C)n(-c4ccccc4)nc23)CC1	-4%
COC(=O)[C@]12CCC(C)(C)C[C@@H]1[C@@H]1C(=O)C=C3[C@@]4(C)C=C(C#N)C(=O)C(C)(C)[C@@H]4CC[C@@]3(C)[C@]1(C)CC2	1%
CCc1ccc2occ(CC(=O)Nc3c(C(=O)Nc4ccc(C)cc4)oc4ccccc34)c2c1	2%
CCc1ccc(-n2c(=O)c3c4c(sc3n(CC(=O)c3ccc(Cl)cc3)c2=O)CCC4)cc1	-4%
CCc1ccc(NC(=O)CSc2ccc3nc(-c4ccc(OC)cc4)cn3n2)cc1	2%
CCOc1ccc(C(=O)NCc2ccc3c(c2)CCN3C(=O)c2ccc(Cl)cc2)cc1	-8%
Cc1ccccc1Cn1c(SCc2ccc(C(=O)NC3CCCC3)cc2)nc2ccncc21	-3%
Cc1ccc(CN2CCCn3nc(C(=O)NCc4ccccc4Cl)cc3C2=O)cc1	4%
COc1ccc(Oc2ncc3nc(-c4ccccc4)c(=O)n(C4CC4)c3n2)cc1	-10%
COC(=O)N1CCC2(CCCN(C)C2)CC1	1%
COc1ccc(OC)c([C@@H]2Nc3ccc(C(=O)O)cc3[C@@H]3C=CC[C@@H]32)c1	-27%
CCOC(=O)c1c(NC(=O)c2ccc(OCC)c(Br)c2)sc2c1CCCC2	-3%
Cc1ccccc1-c1noc(-c2ccc(N3CCOCC3)c([N+](=O)[O-])c2)n1	1%
COc1ccc2[nH]cc(CCNC(=O)Nc3ccc(F)cc3)c2c1	3%
CCOc1ccccc1NC(=O)c1c(NCc2sccc2C)sc2c1CCC(C)C2 (stereo not given)	-13%
Cc1ccc(CCNC(=O)CCCc2nnc3n(C)c(=O)c4sccc4n23)cc1	-3%
COc1ccc(C(=O)Nc2ccc(N(C)Cc3ccccc3)c(C(=O)O)c2)cc1	1%
CC(C)(C)OC(=O)N1CCC(c2c(C(=O)N3CCC(c4ccccc4)C3)cnn2-c2ccc(Cl)cc2)CC1 (stereo not given)	5%
Cc1cn2c(=O)cc(COC(=O)c3cccc(NC(=O)c4ccccc4C)c3)nc2s1	2%
COc1ccc(-c2cc(C(F)(F)F)n3nc(C(=O)Nc4cccc(Cl)c4C)cc3n2)cc1	12%
Cn1c(=O)c2c(nc(SCC(=O)Nc3ccc(F)cc3)n2Cc2ccc(Cl)cc2)n(C)c1=O	-6%
COc1cc(NS(=O)(=O)c2cccs2)cc(OC)c1	-1%
CCOc1ccccc1CNC(=O)CN1C(=O)c2cccnc2Oc2ccc(Cl)cc21	2%[15.4 µM]
O=C(NCC(c1cccnc1)N1CCc2ccccc21)c1ccc(F)cc1 (stereo not given)	-5%
CCC(=O)N1CCc2cc(CNS(=O)(=O)c3ccc(C(C)C)cc3)ccc21	-9%
Cn1nnc2c(NCc3ccccc3Cl)ncnc21	0%

14 entries from above, sorted by SMILES length, ascending.
SMILES	TbPYK inhibitor
COC(=O)N1CCC2(CCCN(C)C2)CC1	1%
Cn1nnc2c(NCc3ccccc3Cl)ncnc21	0%
COc1cc(NS(=O)(=O)c2cccs2)cc(OC)c1	-1%
COc1ccc2[nH]cc(CCNC(=O)Nc3ccc(F)cc3)c2c1	3%
O=C(NCC(c1cccnc1)N1CCc2ccccc21)c1ccc(F)cc1 (stereo not given)	-5%
CCOc1ccccc1NC(=O)c1c(NCc2sccc2C)sc2c1CCC(C)C2 (stereo not given)	-13%
CCOC(=O)c1c(NC(=O)c2ccc(OCC)c(Br)c2)sc2c1CCCC2	-3%
Cc1ccc(CCNC(=O)CCCc2nnc3n(C)c(=O)c4sccc4n23)cc1	-3%
CCOc1ccccc1CNC(=O)CN1C(=O)c2cccnc2Oc2ccc(Cl)cc21	2%[15.4 µM]
COc1ccc(Oc2ncc3nc(-c4ccccc4)c(=O)n(C4CC4)c3n2)cc1	-10%
Cc1cn2c(=O)cc(COC(=O)c3cccc(NC(=O)c4ccccc4C)c3)nc2s1	2%
COc1ccc(-c2cc(C(F)(F)F)n3nc(C(=O)Nc4cccc(Cl)c4C)cc3n2)cc1	12%
Cn1c(=O)c2c(nc(SCC(=O)Nc3ccc(F)cc3)n2Cc2ccc(Cl)cc2)n(C)c1=O	-6%
CC(C)(C)OC(=O)N1CCC(c2c(C(=O)N3CCC(c4ccccc4)C3)cnn2-c2ccc(Cl)cc2)CC1 (stereo not given)	5%
